SMN2 splice enh = SMN2 splice variant enhancement | 210,000 compounds, 2.8% hits | HEK293 SMN2-luciferase splicing reporter, luminescence, 30-36 h | Potency, µM (top dose mostly 46.1 µM), without a hit: top-dose activity change, positive = activation, most hits filed as activators; further: % of control where 0% means no effect; nearly all actives have a fitted effect of over 55% in size
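HEK293 cells carry an SMN2 […]–luciferase reporter in which exon 7 inclusion puts luciferase in frame. Cells were plated 10-12 h before compound addition, then incubated 30-36 h at 37C. ONE-Glo luminescence was read; sodium butyrate at 4.5 mM final served as control.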
GAA glycogen mod = GAA glycogen-cleavage inhibition or activation; P10253; Potency, µM (highest dose often 76.4 µM), without a hit: at the highest dose activity change, negative = inhibition, hits mostly inhibitors; 300,000 compounds, 0.38% hits; recombinant GAA, glycogen substrate, Amplex Red glucose oxidase fluorescence;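 further: 0% = full enzyme reaction and -100% = no-enzyme basal signal; the screen sought inhibitors and activators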
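Recombinant human enzyme (4 nM); glycogen substrate; 37 C, 40 min, pH 5.0. Readout: coupled glucose oxidase/Amplex Red fluorescence.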
RGS12 GoLoco inh = RGS12 GoLoco-Gai1 interaction inhibition. P63096. Gai1:RGS12 GoLoco peptide FP, rhodamine, 10 min. Potency, µM (top dose mostly 61.6 µM), for inactives: at the highest dose activity, negative = inhibition, actives largely listed as inhibitors. 230,000 compounds, 0.44% hits. AID 880; active means well fitted inhibition curve with a large enough effect, not every such curve was filed as active; inactive means no such curve, though single readings can be large or run the other way; further: on the % scale 0 is the no-effect control and ±100 the full control effect; nearly all actives have a fitted effect of over 30% in size; many of its hits are not listed in these tables
JMJD2E inh = blocks human JMJD2E demethylase activity | JMJD2E catalytic domain, FDH-coupled NADH fluorescence (FDH is formaldehyde dehydrogenase) | 230,000 compounds, 1.6% hits | Potency, µM (top dose mostly 57.1 µM), for the others: at the top dose activity change, negative = inhibition, actives largely listed as inhibitors | B2RXH2; active means well fitted inhibition curve with a large enough effect, not every such curve was filed as active; inconclusive means small, poorly fitted or top-dose-only effect, or another doubt; inactive means no such curve, though single readings can be large or run the other way;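 further: 0% = wells with enzyme and -100% = buffer wells without enzyme; nearly all actives have a fitted effect of over 50% in size; many of its hits are not listed in these tables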
aGal spleen mod = alpha-galactosidase A (human) modulation | P06280 | human spleen homogenate, 4MU-alpha-Gal fluorescence, 40 min | Potency, µM (doses to about 80 µM), for inactives: top-dose activity change, negative = inhibition, hits mostly inhibitors | 240,000 compounds, 0.008% hits | AID 2107;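 further: 0% = enzyme with vehicle and -100% = no enzyme basal signal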
Target sequence (P06280 32-429 limits assumed): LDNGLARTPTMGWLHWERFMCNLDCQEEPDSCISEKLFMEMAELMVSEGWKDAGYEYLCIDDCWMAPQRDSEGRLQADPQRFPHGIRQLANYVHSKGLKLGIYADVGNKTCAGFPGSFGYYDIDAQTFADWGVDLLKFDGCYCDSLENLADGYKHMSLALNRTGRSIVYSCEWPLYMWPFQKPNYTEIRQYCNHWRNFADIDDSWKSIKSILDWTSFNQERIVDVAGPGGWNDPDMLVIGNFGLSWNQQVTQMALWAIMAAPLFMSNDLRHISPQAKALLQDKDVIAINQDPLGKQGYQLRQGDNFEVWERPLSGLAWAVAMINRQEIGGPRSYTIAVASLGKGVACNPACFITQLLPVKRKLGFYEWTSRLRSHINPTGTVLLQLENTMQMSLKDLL
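Spleen homogenate 1 ug + cpd (titration) + 4-MU-alpha-D-galactopyranoside 1 mM; 37C 40 min; 50 mM citrate/phosphate pH 5.0, 0.01% Tween-20; stop pH 10; fluorescence 365/440; AC50 via Hill.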
aGlu spleen mod = lysosomal alpha-glucosidase (human) modulation | P10253 | human spleen homogenate, 4-MU-alpha-glucoside fluorescence | Potency, µM (highest dose often 79.9 µM), for the others: at the top dose activity change, negative = inhibition, most hits filed as inhibitors | 240,000 compounds, 0.006% hits | AID 2112;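 further: 0% = enzyme with vehicle and -100% = no enzyme basal signal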
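Enzyme source: human spleen homogenate, 1 ug/well. Buffer 50 mM citric acid/K phosphate pH 5.0, 0.01% Tween-20. 4-MU-alpha-glucoside 1 mM; 37 C x 40 min; NaOH/glycine stop; fluorescence.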
ALDH1A1 inh = blocks purified human ALDH1A1 activity; Potency, µM (titrated, usually from 75.3 µM), without a hit: top-dose activity, negative = inhibition, most hits filed as inhibitors; Purified ALDH1A1, NADH fluorescence, propionaldehyde substrate; AID 1030; P00352; 220,000 compounds, 7.3% hits; active means well fitted inhibition curve with a large enough effect, not every such curve was filed as active; inconclusive means small, poorly fitted or top-dose-only effect, or another doubt; inactive means no such curve, though single readings can be large or run the other way;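 further: plate controls were no enzyme wells and a reference inhibitor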
Target sequence (P00352 whole entry, looked up): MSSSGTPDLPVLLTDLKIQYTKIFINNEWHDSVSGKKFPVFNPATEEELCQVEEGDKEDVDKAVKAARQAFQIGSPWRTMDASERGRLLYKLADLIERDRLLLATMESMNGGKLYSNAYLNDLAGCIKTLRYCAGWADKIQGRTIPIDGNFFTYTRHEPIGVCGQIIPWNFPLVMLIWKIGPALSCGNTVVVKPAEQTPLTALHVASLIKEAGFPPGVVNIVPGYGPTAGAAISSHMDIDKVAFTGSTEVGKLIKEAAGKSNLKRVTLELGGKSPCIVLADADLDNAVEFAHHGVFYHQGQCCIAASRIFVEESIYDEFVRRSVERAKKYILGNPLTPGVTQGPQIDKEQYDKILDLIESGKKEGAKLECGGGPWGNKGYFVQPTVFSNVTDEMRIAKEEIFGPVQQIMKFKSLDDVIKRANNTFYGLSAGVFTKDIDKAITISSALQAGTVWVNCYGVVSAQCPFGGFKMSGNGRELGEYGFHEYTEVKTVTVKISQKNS
GAA inhib = inhibitors of human lysosomal alpha-glucosidase; AID 1466; 200,000 compounds, 0.005% hits; P10253; Potency, µM (top dose mostly 76.9 µM), for inactives: at the top dose activity change, negative = inhibition, most hits filed as inhibitors; purified human GAA, 4-MU-alpha-glucoside fluorescence;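 further: plate controls were uninhibited enzyme wells for no effect and no-enzyme background for full effect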
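Human enzyme at 4 nM with 400 uM 4-methylumbelliferyl-alpha-D-pyranoside, citrate/phosphate buffer pH 5.0, 0.005% Tween-20, 20 min at room temperature. Compounds up to 77 uM. 4-MU fluorescence (Ex 365/Em 440) read after NaOH/glycine stop; AC50 from Hill fit.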
Active calls of the source: *; ? = inconclusive; nt = not tested or not shown; [ ] = another dose, or the depositor's remark. Unless noted, the call rests on the fitted dose curve; in most records, active means well fitted curve in the direction sought with a large enough effect; inconclusive means small, poorly fitted or top-dose-only effect, or another doubt; inactive means no such curve, though single readings can be large; an effect the other way counts as inactive or inconclusive. Potency means the concentration at half of the fitted maximal effect. An excerpt. The share of hits here may be higher or lower than overall.

SMN2 splice enh,GAA glycogen mod,RGS12 GoLoco inh,JMJD2E inh,aGal spleen mod,aGlu spleen mod,ALDH1A1 inh,GAA inhib,SMILES
-0.5%,8.3%,5.9%,5.7%,-3.5%,-7.0%,?,-9.8%,O=c1c2c3c(sc2nc2n1CCCCC2)CCC3
11.1%,-3.9%,4.5%,4.2%,6.6%,-2.1%,?,-11.7%,Cc1nc2ccc(S(=O)(=O)Nc3ccccc3C)cc2s1
-13.2%,2.7%,2.0%,-10.6%,-0.1%,-1.3%,?,4.4%,Cn1c(SCC(=O)c2ccccc2)nnc1C1CC1
1.6%,7.4%,-8.5%,3.9%,-7.3%,-12.3%,-12.6%,3.9%,COCCCNS(=O)(=O)c1ccc2c(c1)OCCO2
-12.9%,9.6%,-5.8%,6.7%,2.8%,1.9%,20µM*,1.4%,O=C(NNc1cccc(Cl)n1)Nc1cccc(C(F)(F)F)c1
11.2µM*,1.8%,12.7%,-7.0%,-1.5%,0.2%,0.7%,-8.7%,CC12COC3(C(=O)Nc4ccc5ccccc5c4)CC1CCC32C (stereo not given)
nt,-1.7%,-3.0%,-2.6%,-12.1%,-3.4%,1.2%,4.0%,CN1CCC(N(C)C(=O)COc2ccc(S(=O)(=O)N3CCOCC3)cc2)CC1
-19.4%,-1.2%,-0.1%,-4.5%,-9.5%,-16.6%,1.9%,2.2%,CCOC(=O)c1c(O)c(Cl)c(C)[nH]c1=O
-30.1%[inhibitor],2.7%,-9.9%,-2.0%,-7.6%,-1.2%,-8.0%,5.7%,CC(Sc1ccc(Cl)cc1)C(=O)Nc1ccccc1-c1ccccc1 (stereo not given)
-16.4%,-1.2%,0.9%,?,-4.9%,-3.2%,-4.5%,-4.8%,Cc1cc(C)n(CC(O)COc2cccc(OCC(O)Cn3nc(C)cc3C)c2)n1 (stereo not given)
-18.8%,-7.7%,-4.9%,?,3.4%,-1.4%,?,3.5%,CCCCn1c(SCC(=O)NCCOC)nc2ccc(N3CCOCC3)cc2c1=O
-12.4%,8.5%,-2.2%,-3.4%,6.7%,-1.6%,14.0%,2.4%,COc1cccc(C2CC(C(F)(F)F)n3ncc(C(=O)O)c3N2)c1 (stereo not given)
-21.6%,2.9%,6.9%,?,1.9%,1.7%,-6.0%,-1.8%,C=CCn1c(-c2ccc(C)cc2)nc2ccccc21
-0.9%,?,1.8%,-14.2%,6.6%,7.4%,?,6.5%,CCN1CCc2nc(NC(=O)Cc3ccc4c(c3)OCCO4)sc2C1
-5.8%,0.8%,9.3%,4.3%,-0.5%,-6.0%,?,-14.0%,O=C(NC(Cc1ccccc1)C(=O)O)c1ccc(S(=O)(=O)N2CCCC2)cc1 (stereo not given)
?,-8.3%,-10.3%,0.4%,5.1%,4.4%,-8.8%,-0.5%,C/C(=N/NC(=O)c1ccoc1C)c1ccc(N2CCOCC2)cc1
-16.9%,-0.4%,0.0%,8.8%,-1.3%,-3.7%,-18.3%,-9.6%,O=C(CN1C2=NCCN2c2ccccc21)C12CC3CC(CC(C3)C1)C2
-22.1%,-0.8%,4.8%,-2.3%,-2.1%,-2.5%,2.3%,-6.0%,COc1ccc(NC(=O)CSc2nnc(-c3ccccn3)n2Cc2ccco2)cc1OC
nt,-1.5%,42.4%[activator],?,3.9%,1.6%,22.4µM*,5.2%[15.4 µM],O=C(O)c1ccccc1-n1ncc2c1/C(=C/c1ccc(Cl)cc1)CC2
-0.5%,9.1%,7.5%,-0.2%,-2.1%,-6.9%,2.7%,4.0%,COc1ccc(/C=C/C(=O)NCc2ccccn2)cc1

SMN2 splice enh,GAA glycogen mod,RGS12 GoLoco inh,JMJD2E inh,aGal spleen mod,aGlu spleen mod,ALDH1A1 inh,GAA inhib,SMILES
9.4%,-5.9%,-3.3%,2.3%,0.9%,5.1%,11.9%,-2.3%,COc1ccccc1N1CCN(c2ncnc3nc[nH]c23)CC1
9.0%,1.1%,-0.4%,5.4%,2.9%,7.5%,1.8%,3.5%,O=C(COC(=O)c1cccnc1Cl)NCc1cccs1
-2.1%,?,9.4%,?,-5.1%,-4.5%,?,-7.3%,CC(Nc1oc(-c2ccco2)nc1C#N)c1ccccc1 (stereo not given)
nt,13.6%,nt,2.3%,-0.1%,0.8%,?,-10.0%,Cc1ccc(N2C(=O)c3ccc(N)cc3C2=O)cc1
8.0%,-10.2%,3.1%,-1.2%,-7.8%,-2.5%,8.3%,-14.0%,CC(=O)Nc1ccc(C2(O)COc3ccccc3O2)cc1 (stereo not given)
5.3%,-3.1%,0.3%,-10.6%,6.1%,-11.8%,1.5%,-0.8%,CCOC(=O)c1c(NC(=O)Cn2nc(C(=O)O)c3ccccc3c2=O)sc(CC)c1C
12.6µM*,-10.0%,-0.9%,?,4.0%,-2.2%,?,9.9%,CNc1nnc(-c2ccc(OC)cc2)s1
2.7%,-1.9%,-3.4%,-11.3%,3.1%,-2.6%,-8.9%,-1.7%,O=C(Nc1cccnc1)c1cn(-c2ccccc2)nc1-c1cccs1
-1.5%,-6.8%,12.1%,-5.2%,4.5%,0.8%,?,-2.5%,CCCOc1ccc(N2C(=O)CC(SCCc3nc4ccccc4[nH]3)C2=O)cc1 (stereo not given)
1.2%,7.4%,10.5%,4.9%,4.0%,-5.0%,-3.5%,-0.2%,Cc1ccc(CNC(=O)CSc2nc3ccccc3c3nc(C)nn23)cc1
-5.7%,-6.2%,17.3%,-3.1%,-6.6%,-1.6%,-6.7%,3.2%,O=C(c1cc(Cl)ccc1Cl)N1CCN(c2ccccn2)CC1
13.0%,-0.6%,9.7%,-2.3%,10.2%,-12.8%,-2.7%,0.5%,Cc1ccc(C(=O)NCCc2cc3ccc(C)c(C)c3[nH]c2=O)cc1[N+](=O)[O-]
-25.9%,-4.5%,-0.7%,-6.0%,-1.1%,-2.7%,-12.2%,-9.7%,CCOC(=O)C(C)(C)N(Cc1ccc(Cl)cc1)S(=O)(=O)c1ccc(Cl)c([N+](=O)[O-])c1
-6.5%,-0.3%,3.7%,0.5%,4.4%,-1.5%,4.0%,?,c1ccc2sc(N3CN(CCN4CCOCC4)CN(c4nc5ccccc5s4)C3)nc2c1
5.8%,4.8%,-3.7%,8.1%,-10.4%,-11.3%,-3.0%,-9.5%,CC(C)N(CCNC(=O)C1CCN(S(=O)(=O)N2CCOCC2)CC1)Cc1ccccc1
8.7%,-1.0%,12.1%,0.5%,2.2%,-1.2%,-0.6%,5.6%,O=C(COC(=O)/C=C/c1ccccc1)NCC1CCCO1 (stereo not given)
nt,8.3%,0.2%,4.7%,1.2%,0.0%,9.1%,-7.2%,COc1ccc(OCCSc2ncn[nH]2)cc1
-24.3%,5.0%,-3.9%,2.8%,3.5%,-1.0%,8.3%,3.6%,Fc1ccccc1COc1ccccc1CNCc1ccncc1
-43.8%[inhibitor],-6.0%,-0.5%,5.4%,-0.7%,-3.4%,?,5.1%,Cc1c(C(=O)N2CCN(c3ccccc3)CC2)sc2ncnc(N3CCC(C)CC3)c12
3.0%,4.4%,6.6%,?,4.5%,-0.8%,-12.6%,-3.7%,O=C(Nc1ccccc1N1CCOCC1)c1ccc(Cl)nc1

SMN2 splice enh,GAA glycogen mod,RGS12 GoLoco inh,JMJD2E inh,aGal spleen mod,aGlu spleen mod,ALDH1A1 inh,GAA inhib,SMILES
-41.8%[inhibitor],-16.7%,-8.6%,1.4%,-5.0%,-2.2%,10.1%,4.7%,O=C(NCCCn1ccnc1)C(=O)NCC(c1ccco1)N1CCN(c2ccc(F)cc2)CC1 (stereo not given)
nt,11.2%,-30.4%,-2.2%,4.9%,-5.9%,-9.9%,-0.1%,O=C(c1ccccc1[N+](=O)[O-])N1CCC(Cc2ccccc2)CC1
27.9%,?,5.8%,?,-28.2%,-15.5%,?,-10.4%,CS(=O)(=O)Nc1ccc(-c2n[nH]c(=S)n2-c2ccccc2)cc1
-17.6%,-0.5%,7.2%,2.0%,9.5%,-1.6%,?,-1.3%,COc1ccc(CNC(=O)CCCCCn2c(SCC#N)nc3cc4c(cc3c2=O)OCO4)cc1
-26.5%,0.3%,-8.8%,-0.7%,0.5%,-7.5%,3.3%,2.7%,COc1ccc(C(=O)N/C(=C\c2ccco2)C(=O)NC2CCS(=O)(=O)C2)cc1 (stereo not given)
13.9%,?,6.9%,31.6µM*,7.3%,-2.3%,?,-9.1%,Cc1cccc(NC(=S)NNC(=O)c2nn(C)cc2Cl)c1
-22.2%,8.3%,96.0%[activator],5.0%,29.6%,-4.8%,?,-3.9%,COc1ccc(NC(=O)c2ccc(COc3ccccc3)o2)cc1
17.8µM*,3.4%,3.5%,-5.9%,8.1%,-0.5%,-3.1%,-0.1%,Cc1ccc(-n2[nH]c(C)c(/C=C3/C=Nc4ccccc43)c2=O)cc1C
-4.1%,1.9%,2.7%,-4.2%,-9.6%,-7.3%,14.1%,2.0%,CCCC(C)NC1=NCCCCC1 (stereo not given)

Quoted from the listing.
O=C(c1cc(Cl)ccc1Cl)N1CCN(c2ccccn2)CC1 | GAA glycogen mod = -6.2%
CCOC(=O)c1c(NC(=O)Cn2nc(C(=O)O)c3ccccc3c2=O)sc(CC)c1C | SMN2 splice enh = 5.3%

4 entries from above in another layout.
Every second line gives: SMN2 splice enh, GAA glycogen mod, RGS12 GoLoco inh, JMJD2E inh, aGal spleen mod, aGlu spleen mod, ALDH1A1 inh, GAA inhib
CS(=O)(=O)Nc1ccc(-c2n[nH]c(=S)n2-c2ccccc2)cc1
→ 27.9%, ?, 5.8%, ?, -28.2%, -15.5%, ?, -10.4%
CCCC(C)NC1=NCCCCC1 (stereo not given)
→ -4.1%, 1.9%, 2.7%, -4.2%, -9.6%, -7.3%, 14.1%, 2.0%
COc1ccc(NC(=O)c2ccc(COc3ccccc3)o2)cc1
→ -22.2%, 8.3%, 96.0%[activator], 5.0%, 29.6%, -4.8%, ?, -3.9%
Cc1cccc(NC(=S)NNC(=O)c2nn(C)cc2Cl)c1
→ 13.9%, ?, 6.9%, 31.6µM*, 7.3%, -2.3%, ?, -9.1%

High-throughput results: PubChem BioAssay, National Center for Advancing Translational Sciences (NCATS)
